PTEN del growth: growth suppressors of cells with PTEN tumor suppressor deletion. HCT116 PTEN-null viability, CellTiter-Glo, 60 h; stronger effect = lower value. viability, % at 10 µM. hit rate 1.2% among 140,000. AID 827;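 active = viability at or below a set limit, 4 SD under the median of all tested compounds, cut at about 3.7% in these data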;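 also: PTEN knockout HCT116 line with beta catenin targeted HCT116 as companion control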
Yeast lifespan up: yeast lifespan extension | S. cerevisiae growth with nicotinamide, OD615; deaD strain in restrictive glucose medium | inhibition of the nicotinamide effect, % at 10 µM | hit rate 0.68% among 130,000;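 active = inhibition above a set limit, placed 3 SD over the median of all compounds, cut at about 26% in these data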;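 also: 0% = nicotinamide-treated wells and 100% = cells grown without nicotinamide; some compounds called inactive have numbers as strong as hits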
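Assay system: engineered S. cerevisiae DeaD replicative-lifespan strain, galactose-grown log-phase cells; medium: restrictive CSMM-D dextrose medium; also added: nicotinamide, 1.5 mM, co-present with compound; schedule: 48 h compound exposure at 30 °C, humidified; detection: absorbance at 615 nm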
GALR2 blocker: antagonists of human galanin receptor 2 (GALR2) | O43603 | GALR2-expressing cells, antagonist mode | inhibition, % at 4 µM | hit rate 0.39% among 140,000 | AID 828; in the data active = inhibition above about 27%;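 also: cells stimulated with galanin 1-16 at roughly its EC80; 0% = agonist challenge control and 100% = basal control without agonist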
Target sequence (O43603 whole entry, looked up): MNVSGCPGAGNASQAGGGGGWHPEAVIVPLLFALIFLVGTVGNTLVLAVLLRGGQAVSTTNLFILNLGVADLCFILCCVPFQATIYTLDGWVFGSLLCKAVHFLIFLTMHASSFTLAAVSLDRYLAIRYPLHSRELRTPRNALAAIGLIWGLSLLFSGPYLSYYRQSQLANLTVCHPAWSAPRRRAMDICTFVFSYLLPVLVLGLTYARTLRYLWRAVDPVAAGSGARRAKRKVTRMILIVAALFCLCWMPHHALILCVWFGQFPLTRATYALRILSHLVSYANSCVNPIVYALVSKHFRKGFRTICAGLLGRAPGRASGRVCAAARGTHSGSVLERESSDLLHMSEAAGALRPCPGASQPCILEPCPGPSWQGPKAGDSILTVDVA
NPY Y2 blocker: antagonists of human neuropeptide Y receptor Y2. NPY-Y2 expressing cells, antagonist mode. P49146. hit rate 0.99% among 140,000. inhibition, % at 2.7 µM; in the data active = inhibition above about 17%;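 also: 0% = vehicle with agonist challenge and 100% = reference antagonist with challenge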
Target sequence (P49146 whole entry, looked up): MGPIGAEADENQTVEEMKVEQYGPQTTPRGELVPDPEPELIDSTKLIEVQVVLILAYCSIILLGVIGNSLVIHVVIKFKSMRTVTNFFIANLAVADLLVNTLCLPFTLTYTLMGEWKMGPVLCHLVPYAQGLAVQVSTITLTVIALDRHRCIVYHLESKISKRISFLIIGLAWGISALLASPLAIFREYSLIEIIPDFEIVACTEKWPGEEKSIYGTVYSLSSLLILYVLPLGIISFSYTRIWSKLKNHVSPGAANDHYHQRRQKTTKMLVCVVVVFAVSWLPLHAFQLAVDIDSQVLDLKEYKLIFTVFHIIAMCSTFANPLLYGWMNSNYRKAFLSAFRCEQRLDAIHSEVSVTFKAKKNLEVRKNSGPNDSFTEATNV
MRP-1 activ: MRP-1 activation | H69AR cells + doxorubicin, viability rescue, CellTiter-Glo | viability increase, % at 10 µM | hit rate 0.61% among 140,000 | AID 799;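 active = viability gain under doxorubicin at or above a set limit, the compound median plus 3 SD, cut at about 4.7% in these data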;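 also: MRP-1 overexpressing cells given doxorubicin 25 µM after compound pretreatment; 18-22 h compound pretreatment then 72 h with doxorubicin before readout; 0% = doxorubicin-only wells and 100% = vehicle-treated cells without doxorubicin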
Yeast growth inh: chemicals that inhibit yeast BB579 growth in restrictive medium (lifespan-shortening candidates); hit rate 0.51% among 140,000; inhibition, % at 10 µM; S. cerevisiae BB579 growth, OD615, 48 h;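 active = inhibition above a set limit, 3 SD over the mean compound inhibition, cut at about 44% in these data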; also: inactives centre near -24
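Detection: OD615 turbidity measurement; Material: Saccharomyces cerevisiae DeaD strain BB579, replicative lifespan model yeast; Timing: 48 h exposure, 30 °C; Doses: single 10 µM dose; Medium: CSMM-D restrictive synthetic medium containing dextrose (glucose); Controls: amphotericin B at 10 µg/mL as positive control.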
Phagocytosis inh: macrophage phagocytosis inhibition | hit rate 0.07% among 110,000 | inhibition, % at 5 µM | J774A.1 macrophage IgG-bead phagocytosis, imaging;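 active = inhibition above the mean of the plate negative controls plus 5 SD, cut at about 13% in these data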;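 also: phagocytic index as fraction of beads internalized from green versus red external bead signal; plate controls were DMSO negative control for no effect and cytochalasin-D positive control for full effect; some results beyond the cut were filed as inactive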
Measles CPE: protection of cells from measles virus; hit rate 1.5% among 140,000; Measles virus-infected cells, CPE protection, absorbance; protection (pct of control), % at 4 µM; in the data active = protection mostly above about 24%, no sharp cut-off; inactive = mostly below about 26%; also: some compounds called inactive have numbers as strong as hits
HCT116 bCat-KO: beta-catenin-lacking colon tumor cell growth suppression. hit rate 1.5% among 140,000. HCT116 beta-catenin knockout viability, CellTiter-Glo, 60 h; stronger effect = lower value. viability, % at 10 µM;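 active = viability at or under a set limit, the compound median less 4 SD, cut at about 6% in these data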;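 also: 0% = Hyamine 1622 control at 20 µM and 100% = untreated cell control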
E-sel TNF inh: blocks E-selectin expression induced by TNF alpha. hit rate 0.71% among 120,000. inhibition, % at 2 µM. AID 1246. HUVEC TNFa-induced E-selectin immunofluorescence, high content;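 active = inhibition above the batch mean plus 3 SD, and confirmed as a hit on visual image review, cut at about 43% in these data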;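 also: 0% = TNF-stimulated DMSO wells and 100% = unstimulated control wells; not every result past the cut was called active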
An asterisk follows results filed as active; · = no result given.

SMILES	PTEN del growth	Yeast lifespan up	GALR2 blocker	NPY Y2 blocker	MRP-1 activ	Yeast growth inh	Phagocytosis inh	Measles CPE	HCT116 bCat-KO	E-sel TNF inh
Cc1ccc(-n2c(N)c(C(=O)N3CCN(C)CC3)sc2=S)cc1	99	-5	1	-1	-0.1	-46	0	5	91	15
CC(=O)c1ccc(NC(=O)c2ccc(S(=O)(=O)N3CCCC3)cc2)cc1	102	-6	3	-2	-3.1	-32	0	17	96	-11
CCOC(=O)C1=C(C)NC(=O)NC1c1ccc(F)cc1 (stereo not given)	96	7	-5	-1	-0.8	-23	-3	12	93	21
Cc1c[n+]([O-])n(-c2ccc(C(=O)O)cc2)n1	91	-4	4	2	-0.9	-18	-4	5	82	-12
CCC(C)(C)n1nnnc1C(c1cc2cc(C)ccc2[nH]c1=O)N1CCCC1 (stereo not given)	97	7	5	-1	-3.0	-37	0	6	93	8
COc1cccc(CSc2nnc(-c3ccco3)n2C)c1	107	-14	4	0	-2.6	-34	1	22	109	3
Cn1c(COc2ccc(Br)cc2)nnc1SC1CCc2ccccc2C1=O (stereo not given)	59	4	2	4	1.2	-61	-8	21	65	12
Cc1nn(C)cc1CNC(=O)c1cccc(F)c1	94	5	5	0	-0.5	-11	-5	11	95	·
CCCCN(CCCC)S(=O)(=O)c1ccc(NC(=O)Cc2cccs2)cc1	90	-7	-9	0	-4.1	-14	0	6	86	2
Cc1ccc(S(=O)(=O)CCSc2nc(C)cc(C)c2C#N)cc1	85	0	1	2	-3.0	-14	0	9	77	1
COc1ccc([N+](=O)[O-])cc1NC(=O)Cc1ccccc1Cl	91	0	-11	2	-2.3	-29	-3	6	88	·
COc1ccc(CCN(C(=O)COc2ccccc2)c2nc(-c3ccccc3)cs2)cc1OC	74	-3	-15	9	-0.4	-35	-1	·	77	39
CC1CCCCC1NC(=O)Cn1cnc2ccccc2c1=O (stereo not given)	93	2	8	0	0.0	-36	2	8	90	9
O=C(Nc1ccc(Cl)cc1)N1CCSc2ccccc21	101	-33	-10	1	2.4	-18	0	8	100	9
Cc1cccc(OCC(=O)N(C)CCc2ccccn2)c1	106	-14	4	2	-0.5	-21	-2	44	105	10
CCOC(=O)COc1c(Br)cc(C2NC(=O)NC(C)=C2C(C)=O)cc1OC (stereo not given)	90	·	9	2	-2.0	21	·	40	102	-31
CCOC(=O)N1CCN(c2c(-c3ccccc3)c3cc(Cl)ccc3[nH]c2=O)CC1	73	-2	1	3	-4.6	-23	·	20	80	-23
COc1ccc(CNC(=O)c2csc(Cc3ccc(Cl)cc3)n2)cc1	75	-2	-6	7	1.4	-71	·	6	77	17
CN(c1cccc(NC(=O)c2ccc(Cl)c(S(=O)(=O)Nc3ccccc3)c2)c1)S(C)(=O)=O	87	-7	2	1	2.3	-30	2	12	87	-21
COc1ccc(CNC(N)=O)cc1OC	103	5	1	-2	-0.7	-27	-1	27	98	13

3 compounds already listed, ordered by molecular weight, smallest number first:
SMILES	PTEN del growth	Yeast lifespan up	GALR2 blocker	NPY Y2 blocker	MRP-1 activ	Yeast growth inh	Phagocytosis inh	Measles CPE	HCT116 bCat-KO	E-sel TNF inh
Cc1cccc(OCC(=O)N(C)CCc2ccccn2)c1	106	-14	4	2	-0.5	-21	-2	44	105	10
O=C(Nc1ccc(Cl)cc1)N1CCSc2ccccc21	101	-33	-10	1	2.4	-18	0	8	100	9
COc1ccc([N+](=O)[O-])cc1NC(=O)Cc1ccccc1Cl	91	0	-11	2	-2.3	-29	-3	6	88	·

Remaining list, next part.
SMILES	PTEN del growth	Yeast lifespan up	GALR2 blocker	NPY Y2 blocker	MRP-1 activ	Yeast growth inh	Phagocytosis inh	Measles CPE	HCT116 bCat-KO	E-sel TNF inh
CCC(=O)NC(Nc1ncc(C)s1)(C(=O)OC)C(F)(F)F (stereo not given)	93	·	-3	0	1.6	-7	·	7	91	-33
CCOc1ccc2nc(NC(=O)c3ccc(OCC4CCCO4)cc3)sc2c1 (stereo not given)	58	-6	-8	0	1.7	-48	-8	2	67	-5
COC(=O)c1nnn(-c2nonc2N)c1CSc1nc2ccccc2o1	102	0	11	7	-2.8	-37	·	16	92	-54
CC(C)OC(=O)C(C(=O)C(F)(F)F)c1cc(NS(=O)(=O)c2ccc3ccccc3c2)c2ccccc2c1O (stereo not given)	58	12	-4	-4	-1.5	-44	-3	9	66	·
Cc1nnc(SCC2=C(C(=O)O)N3C(=O)[C@@H](NC(=O)Cn4cnnn4)[C@H]3SC2)s1	111	-2	1	0	-1.1	-29	·	6	97	·
Cc1cc(C)c(S(=O)(=O)n2c([N+](=O)[O-])cnc2C)c(C)c1	94	-3	-2	5	1.9	-13	-7	10	94	·
O=C(Nc1nnc(-c2ccc(F)cc2)s1)C1CCN(S(=O)(=O)c2ccc(Cl)cc2)CC1	95	-2	-9	0	-0.5	-16	-3	3	101	26
CCCC(=O)Nc1nnc(CC(=O)OCC)s1	106	-8	-7	0	0.2	-15	0	5	108	-19
N#Cc1nc(-c2ccc(OCc3ccc(Cl)cc3)cc2)oc1NCc1cccnc1	95	-6	-9	1	-0.5	-34	0	24	102	-5
CSCCNC(C)=O	·	-10	7	2	1.0	-16	0	5	103	-7
CCOc1ccccc1/C=C(/NC(=O)c1ccccc1)C(=O)NCC(=O)O	91	1	14	3	0.1	-17	-21	15	97	·
CSCCC1NC(=O)NC1=O (stereo not given)	97	-1	·	·	-1.4	-24	0	16	93	·
CCc1ccc(-c2csc(NC(=O)C3CC(=O)N(c4ccc5c(c4)OCCO5)C3)n2)cc1 (stereo not given)	20	-6	6	3	-2.7	-17	-3	3	10	-22
CN=c1sc2ccccc2n1CC(O)COc1ccccc1 (stereo not given)	81	-10	-4	7	-1.2	-1	-1	0	80	·
Cc1ccc(-c2noc(-c3ccccc3Br)n2)cc1	92	-21	5	1	-3.5	3	0	5	97	-22
Cc1oc(-c2ccccc2F)nc1CS(=O)(=O)CC(=O)N1CCN(c2ccccc2)CC1	71	-16	-20	2	-0.5	-46	0	2	67	·
COC(=O)c1nc(NC(=O)C(C)(C)C)n[nH]1	96	0	-14	3	-0.3	6	·	36*	89	-19
COc1ccc(Cl)cc1NC(=O)C(C)NC(c1ccccc1)c1ccccc1 (stereo not given)	68	-2	14	8	0.0	-23	-10	5	65	·
O=C(C1CCCCC1)N1CCN(c2ncccn2)CC1	103	-14	0	0	-0.3	-4	-2	6	109	24
O=C(Nc1cccc(Cl)c1N1CCCC1)c1cccc(-c2cc3ccccc3oc2=O)c1	64	-7	-3	2	-3.0	-25	·	15	62	-27
O=C(COc1ccc(Cl)cc1)NCc1nnc(SCC(=O)Nc2ccccc2)o1	96	-6	-11	3	0.5	-52	0	4	98	-16
CCOC(=O)c1[nH]c(C)c(C(=O)Nc2ccc3c(c2)CCC3)c1C	52	-14	-6	2	-0.5	-24	-1	15	85	-6
Cc1ccc(S(=O)(=O)N2CCN(CC(=O)NC(=O)NCc3ccccc3)CC2)cc1C	91	-22	7	2	-0.5	-28	2	7	87	-21
CN(Cc1cc2ccccc2[nH]c1=O)S(=O)(=O)c1ccccc1	96	0	7	0	1.3	-27	3	10	90	-12
O=C(CCN1CCN(CC(=O)Nc2ccccc2Cl)CC1)Nc1ccccc1F	95	-7	1	5	-1.1	-39	·	5	91	·
CNCCCOc1cccc(OC(C)C)c1	112	-5	-8	1	-0.1	-16	0	8	104	31
CC(C)C(=O)c1cc2c(cc1NC(=O)c1ccccc1)OCCO2	85	-20	-11	0	-0.6	-19	·	5	92	-15
CC(=O)Nc1ccc(NC(=O)c2sc3nc4c(c(-c5ccc(C)cc5)c3c2N)CCC4)cc1	88	-2	-9	1	-1.6	-18	1	10	90	8
Nc1c(-c2ccc(Cl)cc2)cnn1-c1cccc(C(F)(F)F)c1	76	-25	0	3	-2.2	-29	0	3	90	17
O=C(O)c1ccc(CNc2ccccc2C(=O)O)cc1	97	-8	-6	1	-1.0	-31	0	4	99	2
CN(Cc1nc(-c2ccncc2)no1)S(=O)(=O)c1ccc(Cl)cc1	82	6	4	1	-4.0	-10	-1	7	81	-9
O=C(CCNc1cccc(Cl)c1)c1cccs1	75	-23	4	1	-3.3	-27	·	5	47	26
CCCCCOC(=O)C1=C(C)Nc2nnnn2C1c1ccccc1Cl (stereo not given)	70	-9	-14	6	-2.8	2	3	2	80	-7
Cc1ccc(NC(=O)CSC2=C(C#N)C(c3ccco3)C3=C(CCCC3=O)N2)cc1 (stereo not given)	82	-20	13	-2	-3.6	-36	3	7	97	0
Cc1cc(C)n(C(=O)COc2c(C)cccc2C)n1	106	-12	-38	8	0.0	-38	7	4	100	-7
Cc1ccccc1Cn1cc(NC(=O)CSc2nc3c(c(C(F)(F)F)n2)CCc2ccccc2-3)cn1	36	3	-6	6	-1.2	-21	·	4	29	3
C=CCn1c(COc2cccc(C)c2)nnc1SCn1nnc2ccccc2c1=O	96	0	8	1	0.1	-13	-6	6	86	·
O=C(NCc1nc2ccccc2[nH]1)c1ccc(S(=O)(=O)N2CCOCC2)cc1	90	-21	10	0	-3.1	-8	-1	2	96	0
Fc1ccc(Nc2nc(-c3ccncc3)nc3ccccc23)cc1	41	-4	4	-1	-5.0	-28	-9	4	49	22
CCOc1cc(S(=O)(=O)NCc2ccc3c(c2)OCO3)c(C)cc1C	75	7	-19	8	-2.6	-41	-1	22	66	-5
CCCCN=c1sc(C(=O)OC)cc(=O)n1CCCC	72	-17	2	2	-3.5	-28	1	2	83	·
CN(C1CCCCC1)S(=O)(=O)c1ccc(NC(=O)Cn2nc(-c3ccc(F)cc3)ccc2=O)cc1	96	1	4	-4	-1.9	-7	-13	5	92	·
Cn1c(CCNC(=O)c2ccc(F)cc2)nc2ccccc21	101	-1	-8	-3	2.0	11	1	10	103	·
COC(=O)c1ccc(CSc2nnnn2C)o1	102	-1	8	2	-2.1	-35	0	9	97	-109
CSC[C@@H]1NC(=S)N(c2ccc(C)cc2)C1=O	76	31*	-4	1	-3.0	9	-3	13	89	·
Cc1ccc2[nH]c(=O)c3cc(C(=O)NCCN4CCN(C)CC4)sc3c2c1	71	-8	-6	-2	-4.2	9	0	8	80	·
Cc1[nH]n(-c2ncc(-c3ccccc3)s2)c(=O)c1C(c1ccc(Cl)cc1)C(C#N)C#N (stereo not given)	96	35*	-6	2	0.1	0	-8	16	93	·
CCOc1ccc(Cn2nnc(C(=O)NCCc3ccccc3)c2N)cc1	100	-4	5	2	7.8*	-7	0	10	91	-6
N/C(=N\OC(=O)C(c1ccccc1)c1ccccc1)c1ccccn1	80	·	-3	3	-6.2	0	·	2	84	6
O=C(COC(=O)c1ccc(N2CCCC2=O)cc1)NCc1ccco1	100	-11	9	1	-0.1	25	1	4	106	-21
COC(=O)c1ccc(C2c3c(oc4ccccc4c3=O)C(=O)N2CCCN2CCOCC2)cc1 (stereo not given)	46	-10	1	-2	-4.2	1	0	3	55	-4
Cc1ccc(-c2csc(NC(=O)c3ccc(C)o3)n2)cc1	99	-10	0	8	1.1	7	-3	1	93	2
O=c1cc(-c2ccc3c(c2)OCO3)oc2ccccc12	98	-18	15	3	0.8	-34	0	17	89	-51

Assay outcomes as filed in PubChem.
